# DAX1 inh-1 – blocks DAX1 repression of SF-1 activated StAR promoter. HEK293T StAR-luciferase reporter, SF-1/DAX-1 repression relief. inhibition, % at 6.8 µM. actives 1.1% (n = 370,000). AID 652010;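 active = inhibition above the mean over all tested compounds plus 3 SD, cut at about 3.6% in these data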;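 also: 0% = DAX-1 cells with DMSO and 100% = cells lacking DAX-1 with DMSO; higher inhibition means more luminescence from relief of DAX-1 repression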
# PG9 binder – PG9 antibody binding by small molecule; inhibition, % at 6.7 µM; actives 0.43% (n = 360,000); TR-FRET gp120-PG9 antibody binding; in the data active = inhibition above about 8.5%
# ssDAF12 agonist – activators of S. stercoralis DAF-12 nuclear receptor; HEK293 ssDAF-12/GRIP1 lit1-tk-luc reporter, luminescence; % of 3 µM dafachronic acid response; activation, % at 6.8 µM; actives 1% (n = 370,000);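 active = activation above the mean over all tested compounds plus 3 SD, cut at about 0.9% in these data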;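 also: 0% = DMSO-only wells and 100% = 3 µM delta7-dafachronic acid wells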
# NR1D1 modulator – modulators of human Rev-erb alpha DNA binding; AID 1259318; Rev-erbα–FITC-DNA binding, fluorescence polarization, 90 min; activity, % at 10 µM; actives 0.79% (n = 370,000); P20393;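 active = activity above about 14%, limit read from the data; passing the limit was not always enough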;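 also: 0% = DMSO wells with 35 nM protein and 100% = DMSO wells with 750 nM protein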
# Target sequence (P20393 whole entry, looked up): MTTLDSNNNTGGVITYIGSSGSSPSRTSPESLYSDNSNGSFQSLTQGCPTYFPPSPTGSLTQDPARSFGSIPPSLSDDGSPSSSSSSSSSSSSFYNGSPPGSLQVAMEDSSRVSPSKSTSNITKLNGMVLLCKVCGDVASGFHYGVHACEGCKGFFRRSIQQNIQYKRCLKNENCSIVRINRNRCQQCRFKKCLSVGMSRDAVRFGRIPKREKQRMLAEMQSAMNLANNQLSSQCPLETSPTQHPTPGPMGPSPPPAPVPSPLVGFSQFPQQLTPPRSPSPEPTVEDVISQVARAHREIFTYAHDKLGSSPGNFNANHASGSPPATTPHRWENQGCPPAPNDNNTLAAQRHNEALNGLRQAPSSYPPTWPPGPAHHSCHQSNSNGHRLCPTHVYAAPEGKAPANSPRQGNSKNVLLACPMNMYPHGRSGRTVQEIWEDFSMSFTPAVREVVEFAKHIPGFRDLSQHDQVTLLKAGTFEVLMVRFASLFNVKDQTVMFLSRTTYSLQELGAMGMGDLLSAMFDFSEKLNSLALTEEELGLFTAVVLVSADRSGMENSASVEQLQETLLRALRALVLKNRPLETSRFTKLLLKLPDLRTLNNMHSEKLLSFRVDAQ
# GAA850 FXN act – activators of GAA850 frataxin (FXN) promoter; actives 0.56% (n = 360,000); HEK293 lucGAA850 FXN promoter luciferase reporter, 24 h; percent of 10 µM SAHA response; activation, % at 6 µM;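 active = activation above the average of all compounds screened plus 3 SD, cutoff fixed separately per campaign, cut at about 7.5% in these data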;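 also: 0% = DMSO wells and 100% = 10 µM SAHA wells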
# hgDAF12 agonist – agonists of H. glycines DAF-12 nuclear receptor; HEK293 GAL4-hgDAF12 UAS-luciferase reporter, agonist luminescence; normalized to butyrate control; activation, % at 6.8 µM; actives 1.8% (n = 370,000);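 active = activation above a cutoff set at the mean of all screened compounds plus 3 SD, cut at about 10% in these data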;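 also: 0% = DMSO wells and 100% = sodium butyrate wells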
# hcDAF-12 act – activators of H. contortus DAF-12 nuclear receptor. HEK293 hcDAF-12 lit1-tk-luc reporter, luminescence; 0% DMSO, 100% Δ7-dafachronic acid. activation, % at 6.8 µM. actives 1.4% (n = 370,000);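 active = activation above the mean of all tested compounds plus 3 SD, cut at about 5.5% in these data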;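 also: 100% = response to 3 µM Δ7-dafachronic acid high control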
# PLC-beta3 inh – PLC-beta3 (human) inhibition, primary screen. Q01970. Purified PLC-beta3, fluorogenic substrate, fluorescence. inhibition, % at 12.2 µM. actives 0.18% (n = 370,000); in the data active = inhibition above about 11%;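 also: 0% = median of compound wells on plate and 100% = full blocker control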
# DAX1 inh-2 – NR0B1 (DAX1) inhibition; HEK293 Gal4-DAX1 luciferase reporter, luminescence; inhibition, % at 6.75 µM; actives 0.99% (n = 340,000); AID 504766;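 active = inhibition above the mean over all tested compounds plus 3 SD, cut at about 4.2% in these data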;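 also: 0% = DAX1-transfected cells with DMSO and 100% = empty-vector control cells with DMSO; inhibition shows as a rise in luminescence from relieved DAX1 repression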
# Target sequence (P51843 207-470 limits assumed): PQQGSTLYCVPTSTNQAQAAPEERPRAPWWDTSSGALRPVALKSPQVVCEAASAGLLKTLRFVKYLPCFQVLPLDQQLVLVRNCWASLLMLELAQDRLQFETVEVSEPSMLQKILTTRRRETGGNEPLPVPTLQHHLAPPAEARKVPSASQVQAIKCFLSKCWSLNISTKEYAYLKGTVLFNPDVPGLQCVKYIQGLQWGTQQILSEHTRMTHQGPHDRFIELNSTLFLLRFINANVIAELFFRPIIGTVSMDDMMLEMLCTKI
# SMARCA2 act – SMARCA2 function activation, primary screen. activation, % at 9.1 µM. MG213 cells, MMTV-luciferase reporter, dexamethasone, overnight. actives 1% (n = 370,000); in the data active = activation above about 7.8%;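 also: 0% = vehicle wells and 100% = reference activator wells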
# sPLA2-III inh – Inhibits HGIII-sPLA2 liposome hydrolysis, primary screen; QFRET BODIPY PC-A2 liposome hydrolysis, fluorescence; actives 0.56% (n = 370,000); inhibition, % at 12.2 µM; AID 743126;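 active = inhibition above mean plus 3 SD of compounds lying within the high and low control bounds, cut at about 19% in these data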;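 also: 0% = median of test compound wells and 100% = no enzyme DMSO wells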
# An asterisk follows results filed as active; . = not tested or not shown.
Structure,DAX1 inh-1,PG9 binder,ssDAF12 agonist,NR1D1 modulator,GAA850 FXN act,hgDAF12 agonist,hcDAF-12 act,PLC-beta3 inh,DAX1 inh-2,SMARCA2 act,sPLA2-III inh
COc1cccc(-c2n[nH]c(=S)n2Cc2ccco2)c1,0.7,1.7,-0.3,-6,4.2,1.4,-1.3,-10,-0.4,-5,23*
CC1=CC(=C(C#N)C#N)C=C(C)N1Cc1ccccc1,1.3,-1.3,-1.2,4,-1.3,-0.1,-1.6,4,-0.1,1,4
CCn1c(=O)c(C(=O)Nc2ccccc2)c(O)c2ccccc21,0.3,-2.0,-0.3,8,0.9,2.0,4.4,-6,-0.5,-1,-2
Cc1cn(C(C)C)c(=O)n(-c2ccccc2)c1=O,1.1,1.9,-1.3,-3,0.8,-0.3,-2.0,2,3.2,-8,4
CCOC(=O)c1c(C)[nH]c(C)c1C=O,-0.2,1.1,-1.6,-6,-1.1,-2.2,-2.8,-7,0.0,-1,8
c1ccc2c(OCCCCN3CCCC3)cccc2c1,0.0,-0.6,-1.1,2,1.1,-0.4,0.2,-4,0.3,1,-1
CCOC(=O)c1cccc(NC(=O)CCc2ccccc2)c1,2.7,-0.7,-1.1,-2,0.9,5.1,-1.1,-6,0.4,3,3
CCN(Cc1ccccc1)C(=O)CSc1ncn[nH]1,0.3,-2.8,-1.2,2,0.4,0.8,0.0,-5,-0.2,0,-1
Clc1ccc(CSc2nncn2-c2ccc3c(c2)OCCO3)cc1,-1.0,-2.7,-1.4,-3,-3.0,3.1,-0.1,-7,-3.2,6,-7
Nc1c(S(=O)(=O)c2ccccc2)nnn1-c1ccccc1,-0.3,0.8,-1.7,-4,-1.4,0.9,0.2,-4,-1.6,-2,3
Cc1cc(N2CCOCC2)nc(SCc2c(Cl)cccc2Cl)n1,-0.5,0.7,-1.5,10,6.8,-2.3,-1.9,2,-2.1,-1,-6
Cc1ccc(S(=O)(=O)N2CCC(=O)N(C(COC(=O)Nc3ccccc3)Cc3ccccc3)CC2)cc1 (configuration not stated),-0.3,0.3,-1.3,0,-5.4,-1.0,-0.8,6,-1.9,0,-16
CC1(C)c2[nH]c3ccccc3c2C[C@@H]2C(=O)N(c3ccc(F)cc3F)C(=O)N21,-0.4,0.8,-1.3,9,-0.9,-1.3,-1.2,-42,-1.6,-1,-15
Nn1c(SCC(=O)NCc2ccc3c(c2)OCO3)nnc1C1CC1,-0.3,0.9,-0.9,2,-1.9,-0.4,-1.4,0,-1.4,-2,2
Cn1c(SCC(=O)N2CCOCC2)nc2c(c1=O)SCC2,1.1,-1.0,-1.1,3,0.4,-2.3,0.1,-3,0.6,-1,7

# The list goes on:
Structure,DAX1 inh-1,PG9 binder,ssDAF12 agonist,NR1D1 modulator,GAA850 FXN act,hgDAF12 agonist,hcDAF-12 act,PLC-beta3 inh,DAX1 inh-2,SMARCA2 act,sPLA2-III inh
COc1ccc(C(=O)N=C2SC3CS(=O)(=O)CC3N2c2ccc(N(C)C)cc2)cc1OC (configuration not stated),0.9,-1.5,-1.2,53*,2.6,1.2,-1.8,-10,0.1,1,8
Cc1ccccc1Oc1nc2ccccn2c(=O)c1/C=C(\C#N)C(=O)Nc1c(C)n(C)n(-c2ccccc2)c1=O,-0.5,1.9,-1.4,-3,4.1,-3.2,-0.6,-19,-1.1,-1,10
COc1ncnc2sc(-c3ccccc3)cc12,1.8,0.2,0.4,-9,9.0*,7.3,3.9,3,1.6,2,1
N#Cc1ccccc1NC(=O)CSc1nnc(-c2ccncc2)o1,-0.2,-0.7,-1.1,-5,1.6,2.5,0.2,0,1.0,-5,7
O=C(NCc1cc([N+](=O)[O-])ccc1O)c1cccnc1Sc1ccc(Cl)cc1,-0.5,0.7,-1.3,7,0.9,-2.0,-1.2,-4,-0.8,-2,-20
COC(=O)CCSc1nc(N2CCOCC2)c2c(c1C#N)CC(C)(C)OC2,-0.4,1.9,-1.1,-5,0.0,-0.6,-1.8,-3,1.1,0,4
CCCc1cc(C(N)=O)c(NC(C)=O)s1,-1.1,-0.1,-1.6,-7,-0.2,1.6,-0.4,0,-0.1,-3,2
COc1cccc(C2C3=C(CCCC3=O)Nc3nc(-c4cc(OC)c(OC)c(OC)c4)nn32)c1 (configuration not stated),-0.5,3.1,-1.9,-2,0.6,-4.0,-0.2,1,3.8,-2,-7
O=C(Cn1nnc(-c2ccccc2)n1)N/N=C/c1ccco1,-0.1,-4.4,0.2,2,-1.4,2.6,-0.3,6,1.1,-6,-4
Cc1cc(N2CCOCC2)nc(-c2ccc([N+](=O)[O-])cc2)n1,-0.7,-1.8,-0.7,5,2.5,-4.0,-0.6,0,0.7,-1,-3
O=C(CSc1nnc(SCc2ccc(Cl)cc2)s1)N1CCOCC1,0.0,-0.8,-1.1,-9,0.8,-1.6,-0.2,1,-0.1,-3,-1
O=C(N/N=C/c1cc2c(cc1Cl)OCO2)c1ccncc1,0.7,-1.0,-0.9,5,0.3,4.7,1.5,-11,-0.3,-3,4
Oc1ccccc1-c1nnc(-c2ccc(C(F)(F)F)cc2)o1,-0.1,1.2,-0.3,39*,1.9,5.9,-1.0,-21,0.6,9.9*,-4
CC1(OC(=O)C2CCCC2)C(=O)C=C2C=C(c3ccsc3)N(C(CO)CO)C=C2C1=O (configuration not stated),-0.1,1.4,-1.2,-4,3.0,-0.5,-0.7,-28,2.6,0,2
CC(=O)c1cccc(NC(=O)C2CCCN(S(=O)(=O)c3ccccc3)C2)c1 (configuration not stated),-0.3,0.4,-1.6,3,-1.0,1.1,-1.4,2,-1.4,0,-7

# (more compounds)
Structure,DAX1 inh-1,PG9 binder,ssDAF12 agonist,NR1D1 modulator,GAA850 FXN act,hgDAF12 agonist,hcDAF-12 act,PLC-beta3 inh,DAX1 inh-2,SMARCA2 act,sPLA2-III inh
CCOC(=O)C1=CCC(c2ccccc2)N(S(=O)(=O)c2ccccc2[N+](=O)[O-])C1 (configuration not stated),-1.4,-2.5,-1.3,5,.,-1.9,0.6,-1,.,5,-4
O=C(COC(=O)/C=C/c1ccco1)Nc1cccc([N+](=O)[O-])c1,-0.3,-0.6,-0.4,-7,2.3,-1.1,-3.3,2,-0.8,-1,-2
CC(=O)N/C(=C\c1ccccc1)C(=O)NC(C)C(=O)O (configuration not stated),0.1,3.2,-1.8,2,-0.3,0.7,-0.4,-4,-0.6,-1,-1
CC(C)(OC(=O)c1ccc(C(F)(F)F)cc1)c1cc2ccccc2c(=O)o1,0.2,-1.1,-1.1,3,1.5,0.0,1.6,0,0.7,0,4
CN(C/C=C/c1ccccc1)C1CCCCC1,0.1,0.4,-1.1,1,0.0,3.5,-0.5,0,0.3,2,1
CCCCC(=O)Nc1ccc(N2CCN(c3ccc(F)cc3)CC2)cc1,1.1,0.8,-1.3,-1,1.0,-1.1,-2.6,-2,1.4,0,16
CCCCN(Cc1ccco1)S(=O)(=O)c1c[nH]c(C(=O)OC)c1,-0.3,0.3,-1.4,0,-2.2,-1.6,-1.9,-6,2.1,-1,-20
COc1ccccc1-c1cc2c(c3c1ccn3C)C1CCC2O1 (configuration not stated),-0.4,-1.9,-1.6,4,.,1.6,-1.3,-14,.,-1,-12
Oc1ccc(F)cc1-c1cc(-c2ccc3c(c2)OCCO3)n[nH]1,3.1,0.7,1.3*,-2,4.7,15*,8.1*,-5,4.4*,4,-24
Clc1ccc(-c2csc(=Nc3cccnc3)n2CCCn2ccnc2)cc1Cl,-1.0,0.2,-2.4,3,0.8,1.5,-4.9,-4,-1.1,-6,-13
Clc1ccc(Cn2c(-c3cccnc3Cl)nc3ccccc32)cc1,-0.7,1.0,-1.2,-4,1.8,-2.5,-1.4,-27,-0.1,-2,-7
CCN1C(=O)CC(c2ccc(OC(C)C)cc2)C1=O (configuration not stated),0.4,-2.0,-0.9,-2,0.9,0.2,-0.1,-5,4.5*,1,2
O=C(O)C(=Cc1ccccc1)Cc1ccccc1,-0.1,0.9,-1.1,2,1.4,1.0,0.9,-5,0.7,-2,8
CCOC(=O)c1cnc(SCc2nc(N)nc(Nc3ccccc3)n2)nc1N,0.4,-0.6,-1.3,0,3.1,-0.7,-1.1,0,1.8,-1,0
O=c1c(-c2ccccc2)nc2ccccc2n1C(CCc1ccccc1)c1nc2ccccc2[nH]1 (configuration not stated),1.2,-1.5,-1.0,-3,.,-2.3,0.3,-16,.,-5,-8

# Continuation:
Structure,DAX1 inh-1,PG9 binder,ssDAF12 agonist,NR1D1 modulator,GAA850 FXN act,hgDAF12 agonist,hcDAF-12 act,PLC-beta3 inh,DAX1 inh-2,SMARCA2 act,sPLA2-III inh
O=C(c1ccccc1)N1CCN(C(=O)c2nn3c(C(F)(F)F)cc(-c4ccco4)nc3c2Cl)CC1,0.0,0.4,-0.9,-4,1.1,-0.6,-0.4,-24,0.2,-1,4
O=C(NCC(c1ccco1)N1CCN(c2ccccc2F)CC1)OCc1ccccc1 (configuration not stated),0.2,-0.3,-1.2,-2,0.8,0.2,-0.7,-1,-0.7,-2,-2
O=C(Nc1n[nH]c(C2CCCCC2)n1)C1CCCCC1,0.5,0.8,-1.1,5,5.8,-0.4,-1.7,3,0.6,-1,3
CCCCCNC(=O)c1cccnc1SCC(=O)Nc1ccccc1OC,-0.4,-0.5,-1.6,-5,-0.1,-0.9,-1.1,2,1.4,0,0
CNc1nc2sc3c(c2c(=O)n1C)CC(C)(C)SC3,-0.7,-0.7,-1.1,2,1.7,-1.6,-0.9,-435,-0.7,0,5
CCN(CC)CCCn1c2c(c(SCC(=O)Nc3nc(C)cs3)nc1=O)CCC2,1.6,-0.8,-0.5,-2,0.2,3.9,-0.9,2,-1.0,-1,0
Cn1c(N)c(C(=O)COC(=O)CCC2CCCCC2)c(=O)n(C)c1=O,0.2,0.7,-1.6,-3,0.5,0.8,0.3,-7,0.0,-3,-8
O=C(c1ccco1)N1CCC(c2nc3c(nnn3Cc3ccccc3Cl)c(=O)[nH]2)CC1,0.8,1.5,-0.8,1,-1.1,-2.3,-1.9,-7,0.2,-2,-8
CCc1c(C)nc2ncnn2c1N1CCC(C(=O)Nc2ccc(C)cc2)CC1,-2.2,-0.7,-2.6,-1,-2.4,-2.0,-4.4,-1,-2.7,-2,1
Cc1nc(C(=O)Nc2ccccc2)sc1C(=O)Nc1ccccc1,-0.1,-2.0,-0.3,0,3.1,5.8,0.9,-3,2.1,2,-13
CCCCOc1ccc(C(=O)N/C(=C\c2ccc(OC)cc2)C(=O)OCc2ccco2)cc1,-0.3,-3.3,-1.1,7,1.6,-1.9,-1.6,-1,0.4,1,-8
CC1Cc2ccccc2N1CC(=O)c1c(N)n(Cc2ccccc2)c(=O)n(C)c1=O (configuration not stated),0.2,-0.5,-0.2,2,0.1,-3.1,-0.3,0,-0.3,-5,9
O=C1C(=O)N(CCN2CCOCC2)C(c2ccc(Cl)c(Cl)c2)/C1=C(/O)c1ccc2c(c1)OCO2 (configuration not stated),0.4,5.6,-0.7,5,2.2,0.2,-1.4,-15,0.6,-2,-3
CCN(Cc1ccncc1)C(=O)c1cc(COc2c(C)cccc2C)on1,0.3,-1.2,-1.6,2,3.4,-1.5,-4.2,-12,0.1,1,-13

# Assay outcomes from PubChem.
